# Screening results (PubChem BioAssay)
# AHR act – activators of human aryl hydrocarbon receptor; 320,000 tested, 2.5% active; activation, % at 5 µM; AID 2796; P35869; AHR-responsive luciferase reporter cells, luminescence; in the data active = activation above about 47%;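 also: 0% = vehicle wells and 100% = reference agonist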
# PAFAH1B2 FP inh – blocks human PAF acetylhydrolase 1b catalytic subunit 2. P68402. recombinant PAFAH1B2, FP-rhodamine activity probe, fluorescence polarization. 340,000 tested, 1.2% active. inhibition, % at 3.39 µM. AID 492953;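 active = inhibition above the mean of all tested compounds plus 3 SD, cut at about 24% in these data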;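 also: 0% = enzyme with DMSO and 100% = wells lacking PAFAH1B2; many of its hits are not listed in these tables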
# MCL1 BIM primary – inhibitors of human MCL1 binding to BIM-BH3 peptide; 320,000 tested, 0.68% active; Q07820; GST-MCL1 / FITC-Bim-BH3 fluorescence polarization; inhibition, % at 10.9 µM;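 active = inhibition above the mean inhibition of all tested compounds plus 3 SD, set per campaign, cut at about 40% in these data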;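 also: 0% = DMSO wells and 100% = unlabeled Bim-BH3 peptide control; higher means more loss of mP so more displacement of Bim peptide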
# Target sequence (Q07820 whole entry, looked up): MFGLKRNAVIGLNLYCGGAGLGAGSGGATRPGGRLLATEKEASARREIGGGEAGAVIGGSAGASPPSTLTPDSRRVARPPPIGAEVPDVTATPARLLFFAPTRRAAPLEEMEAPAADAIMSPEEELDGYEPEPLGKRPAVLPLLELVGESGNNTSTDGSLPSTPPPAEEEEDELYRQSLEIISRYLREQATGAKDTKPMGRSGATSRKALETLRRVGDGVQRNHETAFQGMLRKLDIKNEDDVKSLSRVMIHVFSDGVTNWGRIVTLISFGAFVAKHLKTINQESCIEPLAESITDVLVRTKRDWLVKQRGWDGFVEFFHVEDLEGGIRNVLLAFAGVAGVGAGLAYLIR
# GLD-1 TGE inh – GLD-1-TGE RNA interaction inhibition (C. elegans); AID 2280; purified GLD-1 + fluorescein TGE RNA, fluorescence polarization; inhibition, % at 5.96 µM; 320,000 tested, 0.44% active;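 active = percent inhibition above a per-plate cutoff, the plate mean of test compounds plus 3 SD, cut at about 30% in these data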;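 also: 0% = DMSO wells with GLD-1 and probe and 100% = wells lacking GLD-1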
# MEX-5 binding – C. elegans MEX-5 TCR-2 RNA binding activity. 300,000 tested, 0.38% active. activity score (negative = inhibition of binding), % at 10 µM. MEX-5/FITC-TCR2 RNA binding, fluorescence polarization; hits give low values;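 active = inhibition past about -25% in most replicates, and total fluorescence under double the plate's negative control median, limit read from the data; inconclusive = replicates evenly split on the limit, or fluorescence at least double controls; inactive = too little inhibition in most replicates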;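 also: 0% = DMSO and -100% = 5 µM competing unlabeled TCR2 RNA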
# pPAFAH FP inh – pPAFAH (human) enzyme inhibition; Q13093; recombinant pPAFAH, FP-rhodamine probe fluorescence polarization; inhibition, % at 3.39 µM; 330,000 tested, 1.5% active; AID 463082;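 active = inhibition above the mean inhibition across the screen plus 3 SD, cut at about 25% in these data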;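 also: inhibitors block binding of the rhodamine activity-based probe so polarization drops; 0% = enzyme with DMSO and 100% = wells lacking pPAFAH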
# Target sequence (Q13093 whole entry, looked up): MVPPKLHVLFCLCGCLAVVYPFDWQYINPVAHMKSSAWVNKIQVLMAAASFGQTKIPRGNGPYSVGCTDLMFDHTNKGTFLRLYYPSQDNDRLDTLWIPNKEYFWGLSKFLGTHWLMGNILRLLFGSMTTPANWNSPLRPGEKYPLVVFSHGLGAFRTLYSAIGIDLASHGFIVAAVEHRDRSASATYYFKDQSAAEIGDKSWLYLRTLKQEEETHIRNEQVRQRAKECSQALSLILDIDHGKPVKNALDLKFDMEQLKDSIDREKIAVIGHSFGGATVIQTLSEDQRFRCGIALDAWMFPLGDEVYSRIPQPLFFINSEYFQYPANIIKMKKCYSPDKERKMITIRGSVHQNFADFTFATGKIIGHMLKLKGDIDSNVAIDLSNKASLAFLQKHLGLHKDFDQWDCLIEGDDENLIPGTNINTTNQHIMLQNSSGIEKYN
# BCLXL inh – inhibitors of human Bcl-xL; 320,000 tested, 0.7% active; inhibition, % at 10.9 µM; GST-Bcl-xL / FITC-Bim BH3 peptide fluorescence polarization;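 active = inhibition above the mean of all tested compounds plus 3 SD, cutoff set per campaign, cut at about 30% in these data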;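 also: 0% = DMSO wells and 100% = unlabeled Bim-BH3 peptide competitor; inhibitors lower millipolarization by displacing the labeled peptide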
# Target sequence (Q07817 whole entry, looked up): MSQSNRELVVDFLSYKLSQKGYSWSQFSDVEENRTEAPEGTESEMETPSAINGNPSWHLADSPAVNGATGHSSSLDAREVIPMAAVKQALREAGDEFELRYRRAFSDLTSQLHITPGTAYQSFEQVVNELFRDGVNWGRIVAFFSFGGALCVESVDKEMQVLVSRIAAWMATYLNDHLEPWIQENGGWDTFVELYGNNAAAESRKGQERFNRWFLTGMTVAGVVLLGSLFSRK
# Fam108B inh – counter-screen for RBBP9 inhibitors: inhibitors of mouse Fam108B | AID 1947 | 300,000 tested, 0.33% active | recombinant Fam108B, FP-Rh probe fluorescence polarization | inhibition, % at 9.51 µM;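 active = inhibition above the screen mean inhibition plus 3 SD, computed separately per campaign, cut at about 18% in these data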;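 also: inhibitors lower polarization as less probe binds the enzyme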
# PME-1 inh – blocks human protein phosphatase methylesterase 1 | AID 2130 | 320,000 tested, 0.53% active | Q9Y570 | inhibition, % at 5.9 µM | recombinant PME-1, FP-Rh probe fluorescence polarization;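 active = inhibition above the campaign mean of all compounds plus 3 SD, cut at about 26% in these data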;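 also: competitive labeling of PME-1 active site by serine hydrolase directed probe; 0% = PME-1 with DMSO and 100% = wells lacking PME-1 enzyme; inhibitors block probe labeling so polarization falls and inhibition rises; many of its hits are not listed in these tables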
# * marks the source's active call; other numbers are inactive results; u = inconclusive; x = no result given; + = active, no number. Only part of the results is shown, so the mix of outcomes need not match the whole.
SMILES,AHR act,PAFAH1B2 FP inh,MCL1 BIM primary,GLD-1 TGE inh,MEX-5 binding,pPAFAH FP inh,BCLXL inh,Fam108B inh,PME-1 inh
COc1cc(CCC(=O)OCC(N)=O)cc(OC)c1OC,0,-2,-1,-5,1.9,-5,-1,-4,-6
Cc1ccc2c(c1)CC1(CN2C)C(=O)OC2(CCCCC2)OC1=O,7,7,6,5,-1.7,-5,33*,0,-5
C=CCNC(=O)Nc1ccc(F)c(Cl)c1,10,3,0,4,0.4,-2,6,2,4
O=C1/C(=N\S(=O)(=O)c2cccs2)C([n+]2cccc(Cc3ccccc3)c2)=C([O-])c2ccccc21,-13,x,+,179*,u,-4,+,3,2
O=C1c2ccccc2-c2onc3ccc(NCc4ccco4)c1c23,11,105*,199*,165*,-77*,82*,165*,107*,120*
COc1cccc(CNS(=O)(=O)c2cc3c(cc2C)n(C)c(=O)c(=O)n3C)c1,0,6,0,6,-2.4,4,0,-2,1
Cn1c(CSc2nc3ccccc3s2)nnc1SCC(=O)NCCN1CCOCC1,12,-2,-3,3,-2.9,-3,-1,0,5
CC(c1ccccc1)C(CC(=O)O)C(=O)NC1CCCCC1 (configuration not stated),-1,1,-5,2,-1.8,11,0,-1,1
CCNC(=S)N(CCc1c(C)[nH]c2ccc(OC)cc12)Cc1cccnc1,14,7,5,5,-2.6,3,1,1,-4
Cc1ccc(NC(=S)Nc2ccc3cn[nH]c3c2)c(C)c1,3,5,3,0,-0.1,-1,5,4,3
CCC(CC)C(=O)NC12CC3CC(CC(C3)C1)C2,4,1,-2,-4,-0.6,1,1,2,-6
COc1ccc([N+](=O)[O-])cc1NC(=O)c1cccnc1,10,0,-2,3,-3.0,-1,3,2,10
CNC(=O)CCn1nc(-c2ccc(C)cc2)c2ccccc2c1=O,-1,3,3,-4,1.2,7,7,-2,1
Cc1ccccc1NS(=O)(=O)c1ccc(N2CCCC2=O)cc1,1,2,2,-3,0.8,23,5,4,0
CCOc1ccc(NC(=O)CC(NCc2ccccn2)C(=O)O)cc1 (configuration not stated),3,5,14,0,-2.1,3,7,1,3
O=C(c1ccc(Cl)cc1)C1CCN(C(=O)NC2CCCCC2)CC1,-7,-2,1,-3,1.1,-1,-3,0,1
CC(C)(C)NC(=O)COC(=O)c1ccc(S(=O)(=O)N2CCCCCC2)cc1,0,10,0,1,x,23,-1,1,-2
CN(Cc1nc2ccccc2n1C)S(C)(=O)=O,1,3,4,4,0.8,6,5,2,-2
CN(C)C(=S)NC(=O)C(c1ccccc1)c1ccccc1,1,8,13,-6,0.4,-1,8,-4,1
CCc1nn(CCCC(=O)N2CCC(C)CC2)c(=O)c2cc3occc3n12,-1,4,3,-8,2.5,4,1,0,-9
c1csc(C2Nc3cccc4cccc(c34)N2)c1,14,11,62*,20,-3.3,10,61*,11,5
COc1cccc2c1C(=O)CC1C2CCC2CC(=O)CCC21C (configuration not stated),-2,2,-8,8,0.8,2,-6,-1,-1
O=C(NCCOc1ccccc1)c1cccc(S(=O)(=O)NCc2ccccc2)c1,0,22,-5,-1,2.2,7,9,2,1
Cn1cccc1C(=O)OCc1ccc(F)cc1,-5,1,-3,5,1.0,6,-1,-1,-5
O=C(COC(=O)CNC(=O)c1ccc(Cl)c([N+](=O)[O-])c1)NCC1CCCO1 (configuration not stated),0,4,0,2,x,5,0,x,-7

# (list continues)
SMILES,AHR act,PAFAH1B2 FP inh,MCL1 BIM primary,GLD-1 TGE inh,MEX-5 binding,pPAFAH FP inh,BCLXL inh,Fam108B inh,PME-1 inh
O=C(COc1ncnc2ccccc12)c1ccc2c(c1)OCCO2,1,0,-6,6,-1.6,-12,0,0,-13
Cc1c(CC(C)C)nc(N)c(C#N)c1-c1ccccc1,1,2,4,-1,0.9,20,7,4,-2
Cc1ccc(-n2[nH]c(C)c(C=Nc3ccc(C)cn3)c2=O)cc1,12,4,5,5,1.0,1,9,10,-2
CN1CCN(c2ccc(NC(=O)c3ccc(Oc4ccccc4)cc3)cc2)CC1,-2,6,-22,-1,-0.7,24,-2,1,5
Cn1cnnc1SCC(=O)n1c2ccccc2c2ccccc21,8,13,-2,-1,1.4,2,-4,5,2
CC1(CCc2ccccc2)NC(=O)N(CC(=O)N2CC(=O)Nc3ccccc32)C1=O (configuration not stated),2,4,-10,-1,-2.2,1,-4,-8,-1
CCn1c(SCC(=O)c2cc(C)n(CC3CCCO3)c2C)nc2ccccc21 (configuration not stated),7,9,15,9,-1.5,-1,8,0,1
Cc1c(Cl)cccc1NC(=O)CSCc1cc(=O)[nH][nH]1,2,2,-1,8,-0.9,25*,0,4,0
Cc1ccc(S(=O)(=O)C(C#N)c2nc3ccccc3nc2N2CCCC2)cc1C (configuration not stated),9,-3,76*,55*,x,14,88*,5,7
COC(=O)c1ccc(OCC2c3cc(OC)c(OC)cc3CCN2C(C)=O)cc1 (configuration not stated),0,2,3,6,-0.2,2,3,6,-3
COC(=O)CSc1nnc(-c2cccnc2)n1-c1cccc(OC)c1,1,-4,3,4,-3.9,-1,6,1,-3
CCn1c(COc2ccc(C)cc2)nnc1SCC(=O)C(C)(C)C,3,-1,-7,4,-1.9,7,-9,-1,0
C/C(CCC(C)C)=N\Nc1cc(C)c2ccccc2n1,14,4,2,-1,9.5,4,-1,-6,6
Cn1c(=O)c2c(ncn2CC(=O)N/N=C/c2cn[nH]c2-c2ccc(F)cc2)n(C)c1=O,6,6,2,3,0.2,2,2,2,3
Cc1c(-c2ccccc2)oc2c(C(=O)N3CCN(c4ccccc4F)CC3)cccc2c1=O,6,0,-6,2,-0.7,9,-1,0,-11
CC(C)(C)c1ccc(COn2ccnc2)cc1,13,6,3,2,-0.7,4,3,-1,-1
O=C(CSc1ccccc1)Nc1cccnc1,5,4,12,-4,-0.1,2,5,1,3
CCN1C(C)=C(C)S/C1=C1\SC(=S)N(N)C1=O,-1,6,5,-2,-7.6,0,-2,-1,-7
CC1=C(C)CS(=O)N(c2ccc(S(N)(=O)=O)cc2)C1 (configuration not stated),1,9,5,1,2.8,3,6,2,1
NC(=O)c1cccc(-c2noc(-c3ccccc3F)n2)c1,-18,-1,-27,0,x,2,-27,x,-8
COc1ccc(S(=O)(=O)N2CCC(C(=O)N[C@@H](C)C(=O)NCc3ccncc3)CC2)cc1,1,3,-6,0,3.0,1,2,1,9
c1ccc(Oc2cccc(Oc3ccccc3)n2)cc1,-1,1,-2,6,-0.2,-4,4,0,-3
COCCSc1nc2c(c(=O)[nH]c(=O)n2C)n1CCC(C)C,7,8,3,-2,-0.6,4,1,-4,0
N/C(=N\OC(=O)c1ccc([N+](=O)[O-])cc1Cl)c1ccccn1,18,4,9,9,0.0,8,7,-1,5
c1coc(-c2nnc(-c3cccs3)o2)c1,33,2,3,4,-0.5,4,3,-4,0

# (listing goes on)
SMILES,AHR act,PAFAH1B2 FP inh,MCL1 BIM primary,GLD-1 TGE inh,MEX-5 binding,pPAFAH FP inh,BCLXL inh,Fam108B inh,PME-1 inh
Cc1ccc(S(=O)(=O)NNC(=S)Nc2cccc(C)c2C)cc1,0,5,6,-7,1.4,2,1,4,2
COc1cc(NC(=S)Nc2ccc(N(C)C(C)=O)cc2)cc(OC)c1,8,0,-1,-2,1.2,11,7,-4,-4
Cc1c(/C=C2\SC(=O)N(CC(=O)Nc3ccc4c(c3)OCO4)C2=O)c2ccccc2n1C,-2,2,6,-6,-2.2,7,0,3,2
O=C(O)c1ccc2c(c1)ncn2C1CCCCCC1,2,4,1,1,-0.1,1,2,-5,-1
Cc1csc(N(C(=O)CCNC(=O)c2ccc([N+](=O)[O-])cc2)c2ccccc2)n1,1,2,15,-8,-1.7,19,7,5,6
CCN1CCN(c2ccc(S(=O)(=O)N3CCOCC3)cc2N)CC1,-1,2,x,4,x,1,x,x,x
C#CCOCCOCCOCCNc1nc(N2CCN(C(=O)CCCCCCCCCCNC(=O)[C@H]([C@@H](C)CC)n3cc(CCCCN=C(N)N)nn3)CC2)nc(N2CCN(C(=O)CCCCCCCCCCNC(=O)[C@H](CO)n3cc(CCCSC)nn3)CC2)n1,-1,-32,-134,2,x,-10,-26,-67,-57
COC(=O)c1cc2sccc2n1CC(=O)N1CCCc2ccccc21,2,-1,-3,7,-2.8,-9,2,-3,-1
COC(=O)CCCC1=CC2=CC(=O)C(C)(OC(=O)c3cnc4ccccc4n3)C(=O)C2=CO1 (configuration not stated),1,x,114*,94*,-67*,32*,95*,13,25
O=C(Nc1cccnc1)c1ccc(Cl)cc1[N+](=O)[O-],3,-3,6,2,-1.3,9,5,-1,3
COc1nccnc1NS(=O)(=O)c1ccc(NC(=S)NC(=O)c2ccccc2F)cc1,2,4,6,2,-3.0,3,6,0,-2
O=C1CNC(=O)c2c(nc3n2CCC3)N1,0,4,3,-3,-1.3,0,4,-5,2
Cc1cc(C(=O)NNC(=O)Nc2cccc(C(F)(F)F)c2)no1,-2,x,-3,1,-0.4,-1,2,2,1
Cc1ccc(C(=O)Nc2cccc(C(F)(F)F)c2)cc1NC(=O)c1csc(-c2ccncc2)n1,41,-6,-13,6,-0.3,-5,-1,-18,-11
O=C(NCc1ccccc1)NCC12CC3CC(CC(C3)C1)C2,1,18,-1,2,-0.1,5,1,-2,-6

# 11 structures already listed, ordered by count of non-hydrogen atoms, highest first.
SMILES,AHR act,PAFAH1B2 FP inh,MCL1 BIM primary,GLD-1 TGE inh,MEX-5 binding,pPAFAH FP inh,BCLXL inh,Fam108B inh,PME-1 inh
C#CCOCCOCCOCCNc1nc(N2CCN(C(=O)CCCCCCCCCCNC(=O)[C@H]([C@@H](C)CC)n3cc(CCCCN=C(N)N)nn3)CC2)nc(N2CCN(C(=O)CCCCCCCCCCNC(=O)[C@H](CO)n3cc(CCCSC)nn3)CC2)n1,-1,-32,-134,2,x,-10,-26,-67,-57
Cc1ccc(C(=O)Nc2cccc(C(F)(F)F)c2)cc1NC(=O)c1csc(-c2ccncc2)n1,41,-6,-13,6,-0.3,-5,-1,-18,-11
COC(=O)CCCC1=CC2=CC(=O)C(C)(OC(=O)c3cnc4ccccc4n3)C(=O)C2=CO1 (configuration not stated),1,x,114*,94*,-67*,32*,95*,13,25
COc1nccnc1NS(=O)(=O)c1ccc(NC(=S)NC(=O)c2ccccc2F)cc1,2,4,6,2,-3.0,3,6,0,-2
Cc1csc(N(C(=O)CCNC(=O)c2ccc([N+](=O)[O-])cc2)c2ccccc2)n1,1,2,15,-8,-1.7,19,7,5,6
COc1cc(NC(=S)Nc2ccc(N(C)C(C)=O)cc2)cc(OC)c1,8,0,-1,-2,1.2,11,7,-4,-4
CCN1CCN(c2ccc(S(=O)(=O)N3CCOCC3)cc2N)CC1,-1,2,x,4,x,1,x,x,x
Cc1ccc(S(=O)(=O)NNC(=S)Nc2cccc(C)c2C)cc1,0,5,6,-7,1.4,2,1,4,2
O=C(NCc1ccccc1)NCC12CC3CC(CC(C3)C1)C2,1,18,-1,2,-0.1,5,1,-2,-6
O=C(Nc1cccnc1)c1ccc(Cl)cc1[N+](=O)[O-],3,-3,6,2,-1.3,9,5,-1,3
O=C1CNC(=O)c2c(nc3n2CCC3)N1,0,4,3,-3,-1.3,0,4,-5,2
